FUS suppressor – rescues growth of FUS-expressing yeast | S. cerevisiae FUS-expressing, growth rescue, OD600, 24 h | Potency, µM (series often up to 76.6 µM), for inactives: at the top dose growth rescue (activation), actives largely listed as activators | 390,000 compounds, 0.24% hits;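 further: potency means the concentration at half of the fitted maximal effect; plate controls were DMSO vehicle for no effect and reference control for full effect; nearly all actives have a fitted effect of over 55% in size; some results filed as inactive show a strong effect at the top dose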
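Toxicity suppression screen in FUS-yeast. Cells induced with 2% galactose, starting OD 0.005, treated 24hr at 30C with compounds at multiple final concentrations; growth by OD600.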
PTHR1 agonist – agonists of human PTHR1 parathyroid hormone receptor; Q03431; HEK293 GP2 PTHR1 cells, GloSensor cAMP luminescence, 1 h; Potency, µM (highest dose often 115 µM), without a hit: at the highest dose activation, usual class: activators; 410,000 compounds, 0.075% hits; AID 743266; further: potency means the concentration at half of the fitted maximal effect; nearly all actives have a fitted effect of over 55% in size; some results filed as inactive show a strong effect at the top dose; inactives centre near -15; many of its hits are not listed in these tables
Target sequence (Q03431 whole entry, looked up): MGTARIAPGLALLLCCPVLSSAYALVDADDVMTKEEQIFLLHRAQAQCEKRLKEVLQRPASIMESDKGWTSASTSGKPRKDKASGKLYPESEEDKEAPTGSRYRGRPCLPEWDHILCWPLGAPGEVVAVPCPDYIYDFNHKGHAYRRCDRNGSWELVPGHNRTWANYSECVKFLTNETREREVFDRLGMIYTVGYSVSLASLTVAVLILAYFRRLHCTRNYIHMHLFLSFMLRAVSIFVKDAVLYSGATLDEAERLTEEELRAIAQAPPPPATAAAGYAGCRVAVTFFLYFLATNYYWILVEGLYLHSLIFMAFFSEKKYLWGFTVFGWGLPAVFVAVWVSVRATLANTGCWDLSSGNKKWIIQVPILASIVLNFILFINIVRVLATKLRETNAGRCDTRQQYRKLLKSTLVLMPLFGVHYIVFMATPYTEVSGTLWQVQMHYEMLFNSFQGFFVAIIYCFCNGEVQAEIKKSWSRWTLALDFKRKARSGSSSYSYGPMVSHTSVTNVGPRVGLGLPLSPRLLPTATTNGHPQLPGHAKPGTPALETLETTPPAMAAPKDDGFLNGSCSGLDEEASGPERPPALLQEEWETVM
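HEK-293-derived GP2 cells expressing PTHR1 and a GloSensor cAMP reporter, 3,000/well, plated overnight, given luciferin plus IBMX (each 0.5 mM as added) for 1 h at 37 °C, then compound for 1 h at 37 °C. Luminescence was read after 15 min at room temperature.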
Akt phos inh – blocks phosphorylation of Akt; 360,000 compounds, 0.32% hits; AID 651550; Neuro2A IGF-stimulated pAkt S473 HTRF, 20 min; hits give low values; activity change, % for hits at 50 µM; in the data active means activity change below about -80%; inconclusive means mostly about -51% to -80%; further: on the % scale 0 is the no-effect control and ±100 the full control effect
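Single-point screen (50 µM final compound) in Neuro2A cells stimulated 20 min with 6 nM IGF at 37 deg C. After lysis, Ser473-phosphorylated Akt read by HTRF (ex 330 nm, em 615/665 nm) as the 665/615 ratio.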
aSyn yeast inh – alpha-synuclein toxicity inhibition in yeast; Yeast expressing alpha-synuclein, growth rescue, BacTiter-Glo, 24 h; Potency, µM (doses to about 46.1 µM), inactives show at the highest dose growth rescue (activation), actives largely listed as activators; 370,000 compounds, 0.14% hits; AID 652106; further: potency means the concentration at half of the fitted maximal effect; % of control where 0% means no effect; nearly all actives have a fitted effect of over 65% in size
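Screening used galactose-induced yeast with toxic alpha-synuclein levels, exposed to compound for 24 hr at 30 deg C. Cell growth, read with BacTiter-Glo luminescence, gave the measured signal.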
Mm-Cpn inhibitor – M. maripaludis TRiC chaperonin inhibition. purified Mm-Cpn ATPase, ADP Transcreener TR-FRET. Potency, µM (highest dose often 76.9 µM), inactives show at the top dose activity, negative = inhibition, usual class: inhibitors. 330,000 compounds, 0.031% hits; further: potency means the concentration at half of the fitted maximal effect; on the % scale 0 is the no-effect control and ±100 the full control effect; nearly all actives have a fitted effect of over 80% in size
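Measured: ADP formation by purified Mm-CPN. Conditions: 25 nM protein, 10 uM ATP, Tris pH 7.4 with Mg2+, K+ and DTT, 37°C for 30 min. Detection: Transcreener HTRF after 30 min at room temperature.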
GLP1R inv ag – acts as inverse agonist at human GLP-1 receptor. P43220. HEK293 GLP-1R CRE-luciferase, luminescence, 24 h; GLP-1R form is constitutively active. Potency, µM (titrated, usually from 38.3 µM), for the others: at the highest dose activity change, negative = inhibition, actives largely listed as inhibitors. 410,000 compounds, 1.6% hits. AID 624417; further: potency means the concentration at half of the fitted maximal effect; on the % scale 0 is the no-effect control and ±100 the full control effect; nearly all actives have a fitted effect of over 55% in size
Target sequence (P43220 whole entry, looked up): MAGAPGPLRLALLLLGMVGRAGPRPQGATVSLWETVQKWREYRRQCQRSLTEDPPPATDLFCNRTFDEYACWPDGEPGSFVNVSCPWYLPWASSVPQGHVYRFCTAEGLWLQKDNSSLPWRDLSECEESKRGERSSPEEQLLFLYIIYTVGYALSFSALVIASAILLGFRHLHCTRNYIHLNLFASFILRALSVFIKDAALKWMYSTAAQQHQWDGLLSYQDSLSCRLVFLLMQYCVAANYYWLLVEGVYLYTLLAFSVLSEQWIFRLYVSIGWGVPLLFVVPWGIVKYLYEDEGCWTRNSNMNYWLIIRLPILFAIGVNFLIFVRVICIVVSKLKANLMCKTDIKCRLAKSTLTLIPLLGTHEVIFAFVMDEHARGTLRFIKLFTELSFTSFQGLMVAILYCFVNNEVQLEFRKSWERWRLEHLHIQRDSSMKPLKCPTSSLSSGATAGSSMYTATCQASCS
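Inverse agonists were sought by their lowering of basal cAMP reporter luciferase output in HEK293 cells stably carrying constitutively active human GLP-1R, after 24 h compound treatment.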
GLP1R cytotox – cytotoxicity in counter-screen for GLP-1R inverse agonists; HEK293 cAMP-luciferase reporter cells, luminescence, 24 h; 410,000 compounds, 0.13% hits; Potency, µM (doses to about 38.3 µM), for inactives: top-dose activity change, negative = inhibition, most hits filed as inhibitors;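 further: loss of luciferase light is scored as toxicity; potency means the concentration at half of the fitted maximal effect; on the % scale 0 is the no-effect control and ±100 the full control effect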
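Luminescence readout: signal drop marks cytotoxicity. Plated cells grew 12 h at 37 °C, 5% CO2, received 23 nL compound for 24 h, then got luciferase reagent, read after 12 min at RT.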
TDP43 rescue – inhibitors of TDP-43 toxicity in yeast. Potency, µM (doses to about 46.1 µM), without a hit: at the top dose growth rescue (activation), most hits filed as activators. TDP-43 expressing yeast growth rescue, BacTiter-Glo, 24 h. 410,000 compounds, 1.8% hits; further: potency means the concentration at half of the fitted maximal effect; % of control where 0% means no effect; nearly all actives have a fitted effect of over 50% in size
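Readout is BacTiter-Glo luminescence of cell growth, so inhibitors register as activators. TDP-43-expressing yeast at OD600=0.02 in galactose medium, after raffinose pregrowth to mid-log, were incubated with compound for 24 hr at 30 deg C.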
Abeta yeast res – restores growth of yeast expressing A-beta42 peptide; 410,000 compounds, 0.063% hits; AID 1347071; Potency, µM (titrated, usually from 46.1 µM), inactives show top-dose growth rescue, hits mostly activators; yeast expressing A-beta42, growth rescue, OD600, 48 h; response scale: 0% DMSO, 100% iron-clioquinol control; further: potency means the concentration at half of the fitted maximal effect; nearly all actives have a fitted effect of over 55% in size
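Yeast A-beta toxicity model in growth medium with pinned compounds, 48 h at 30 C; growth read as absorbance at 600 nm. Normalized to FeCl3/clioquinol equimolar mix (positive) and DMSO (negative).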
* hit, by the source's call; i = inactive; ? = inconclusive; . = not tested or not shown; [ ] = dose if it differs, or a comment. Unless noted, the call rests on the fitted dose curve; in most records, active means well fitted curve in the direction sought with a large enough effect; inconclusive means small, poorly fitted or top-dose-only effect, or another doubt; inactive means no such curve, though single readings can be large; an effect the other way counts as inactive or inconclusive.

[1] Cc1ccccc1-c1nnn(CC(=O)Nc2cccc(S(N)(=O)=O)c2)n1
[2] CCOC(=O)C1(C)CCCN1C(=O)c1cccc(F)c1 (stereo not given)
[3] Cc1c(C(=O)Nc2c(F)cc(F)cc2Br)sc2ncn(CC(=O)N3CCCC3)c(=O)c12
[4] Cc1ccc(S(=O)(=O)N2CCC(C(=O)N/N=C/c3cccnc3)CC2)cc1
[5] O=C(CCNC(=O)c1ccccc1Cl)Nc1cc(C(F)(F)F)ccc1Cl
[6] CCOc1ccc(NC(=O)COc2ccc(N3CC(C(N)=O)CC3=O)cc2)cc1 (stereo not given)
[7] Cc1ccc(CCNC(=O)C23CN(Cc4ccccc4)CC2C(c2cccc([N+](=O)[O-])c2)=NO3)cc1 (stereo not given)
[8] CCCCCCOc1ccc(C(=O)n2cnc(N)n2)cc1
assay / entry | 1 | 2 | 3 | 4 | 5 | 6 | 7 | 8
FUS suppressor | 20% | -5% | 12% | . | . | 20% | 22% | 21%
PTHR1 agonist | i | 0% | -61% | -30% | i | -10% | -40%[inhibitor] | i
Akt phos inh | i | i | i | i | i | i | i | i
aSyn yeast inh | 8% | -1% | 1% | 2% | -6% | 2% | 0% | 2%
Mm-Cpn inhibitor | 0% | . | -3% | 1% | -1% | . | -5% | 0%
GLP1R inv ag | -1%[0.307 µM] | -4% | ? | -15% | -25% | -3% | ? | 2%
GLP1R cytotox | 1%[0.307 µM] | 14% | 9% | 11% | -15% | ? | 4% | 2%
TDP43 rescue | 10% | -10% | -4% | 3% | 18% | -19% | 12% | -10%
Abeta yeast res | -7% | -20% | -6% | -4% | -1% | 1% | 10% | -18%

[9] O=C(CSc1ccc2ccccc2n1)NCCC1=CCCCC1
[10] O=C(COC(=O)c1ccc(Br)o1)NCc1ccccc1Cl
[11] Cc1ccc(NC(=O)/C=C/c2ccc([N+](=O)[O-])s2)c(C)c1
[12] COc1ccc(NC(=O)CN(C)C(=O)c2ccc3c(c2)S(=O)(=O)N=C2CCCCCN23)cc1
[13] CN(C)c1ccc(/C=C/C(=O)c2cccc(Br)c2)cc1
[14] C#CCN(C(=O)c1ccc(OC)c(OC2CCN(C(C)C)CC2)c1)C1CCCCC1
[15] COc1ccc(CN(CC(=O)NCC2CCCO2)C(=O)CCC(=O)Nc2cc(C)ccn2)cc1 (stereo not given)
[16] C=CCn1c(SCC(=O)Nc2ccc3c(c2)OCO3)nc2ccccc2c1=O
assay / entry | 9 | 10 | 11 | 12 | 13 | 14 | 15 | 16
FUS suppressor | 17% | -21% | 5% | . | 43% | 10% | . | 12%
PTHR1 agonist | -21% | -30% | -14% | i | -46%[inhibitor][57.5 µM] | i | i | -24%[57.5 µM]
Akt phos inh | i | i | i | i | i | i | i | i
aSyn yeast inh | 5% | 0% | 4% | 1% | -1% | -2% | 5% | 0%
Mm-Cpn inhibitor | 0% | 2% | 1% | 3% | -2% | 4% | 0% | -3%
GLP1R inv ag | ? | 6% | -58% | -1% | -3% | ? | -3% | 35%[activator]
GLP1R cytotox | 0% | 1% | -14% | 5% | 65%[activator] | 7% | 12% | -8%
TDP43 rescue | 26% | 28% | -18% | -7% | -7% | -7% | -6% | -14%
Abeta yeast res | 18% | 23% | -8% | 12% | 15% | -5% | -5% | -3%

Just PTHR1 agonist, FUS suppressor and Akt phos inh, for 3 of the compounds above:
entry	molecule	PTHR1 agonist	FUS suppressor	Akt phos inh
10	O=C(COC(=O)c1ccc(Br)o1)NCc1ccccc1Cl	-30%	-21%	i
11	Cc1ccc(NC(=O)/C=C/c2ccc([N+](=O)[O-])s2)c(C)c1	-14%	5%	i
12	COc1ccc(NC(=O)CN(C)C(=O)c2ccc3c(c2)S(=O)(=O)N=C2CCCCCN23)cc1	i	.	i

Further entries.
[17] COc1ccc(N2C(=O)CN(Cc3cc(OC)c(OC)c(OC)c3)C2=S)cc1
[18] COc1cc(S(=O)(=O)NCc2ccccc2Cl)ccc1-n1cnnn1
[19] CC(C(=O)NCc1ccccc1)n1c(CSCCOc2ccccc2)nc2ccccc21 (stereo not given)
[20] COc1cc(-c2nnc(SCC(=O)NC(C)C)o2)cc(OC)c1OC
[21] COC(=O)c1cccnc1-n1c(=O)c2cccnc2n(Cc2ccc([N+](=O)[O-])cc2)c1=O
[22] COc1ccc(CNc2nc(-c3ccco3)nn2S(=O)(=O)c2ccc3ccccc3c2)cc1OC
[23] COC(=O)C1ON2OC(C(=O)OC)C(C(=O)OC)C2C1CC(C)=O (stereo not given)
[24] Cc1ccc(N(CC(=O)NCC(O)c2ccccc2)S(=O)(=O)c2ccc(C)cc2)cc1 (stereo not given)
assay / entry | 17 | 18 | 19 | 20 | 21 | 22 | 23 | 24
FUS suppressor | 8% | 18% | -4% | -14% | 16% | ? | 21% | 21%
PTHR1 agonist | -49%[inhibitor] | -15% | -10% | -12% | -38%[inhibitor] | -37%[inhibitor] | i | -9%
Akt phos inh | i | i | i | . | i | . | i | i
aSyn yeast inh | 4% | -2% | 0% | . | -5% | . | 0% | 0%
Mm-Cpn inhibitor | 0% | 0% | . | . | 0% | . | -3% | 0%
GLP1R inv ag | 1%[0.307 µM] | 1% | 7% | 19% | 1% | 25% | 3% | ?
GLP1R cytotox | 0%[0.307 µM] | -5% | 9% | -9% | 0% | -2% | 0% | -25%
TDP43 rescue | -1% | -13% | -4% | -18% | 6% | -7% | -17% | -12%
Abeta yeast res | -3% | -12% | -10% | -12% | 4% | -9% | -29% | 0%

[25] CCCCn1c(N)nc2ccccc21
[26] CCOc1ccc(/C=N/NC(=O)c2ccc(F)cc2)cc1CN1CC2CC(C1)c1cccc(=O)n1C2 (stereo not given)
[27] O=C(NNS(=O)(=O)c1ccc(F)cc1)c1ccccc1
[28] CN(c1ccccc1)S(=O)(=O)c1ccc(C(=O)NNC(=O)c2ccccc2F)cc1
[29] COc1ccccc1N1CCN(C(=O)CCC(=O)Nc2nnc(C(C)C)s2)CC1
[30] Cc1nc2c(C#N)cnn2c2c1CCN(Cc1ccccc1)N2C
[31] O=C(c1ccc(-n2cncn2)c([N+](=O)[O-])c1)N1CCN(S(=O)(=O)c2c(F)cccc2F)CC1
[32] COc1ccc(NC(=O)CCc2nnc3ccc(NCc4ccc5c(c4)OCO5)nn23)cc1
assay / entry | 25 | 26 | 27 | 28 | 29 | 30 | 31 | 32
FUS suppressor | -3% | -24% | 23% | 14% | 7% | 20% | -3% | ?
PTHR1 agonist | -10%[57.5 µM] | i | ? | i | i | -4% | i | i
Akt phos inh | i | i | i | i | i | i | i | i
aSyn yeast inh | -7% | 10% | -1% | 6%[1.84 µM] | -3% | 9% | 0% | 10%
Mm-Cpn inhibitor | -1% | -1% | 1% | 0% | 0% | -1% | -2% | 1%
GLP1R inv ag | -6% | -8% | 4% | -9% | 4% | 15% | 13% | 10%
GLP1R cytotox | 0% | -2% | 0% | 5% | 3% | 21% | 8% | -33%
TDP43 rescue | -2% | 22% | -30%[inhibitor] | 12% | 0% | 26% | 0% | 14%
Abeta yeast res | 8% | -4% | -12% | 10% | 2% | 2% | 6% | .

[33] COc1ccc(C(CC(=O)O)NC(=O)c2cc3ccccc3oc2=O)cc1OC (stereo not given)
[34] N/C(COc1ccc(Cl)cc1Cl)=N\NS(=O)(=O)c1ccccc1
[35] CCOC(=O)[C@H]1[C@H]2COc3ccc(Br)cc3[C@H]2N2C(=O)CNC(=O)[C@@]12C
[36] O=C(c1c(F)cccc1F)N1CCC(n2nnc3cc(C(F)(F)F)ccc32)CC1
[37] COc1ccc(S(=O)(=O)NC(=O)C2(C)CCN2C(=O)CC2CC2)cc1 (stereo not given)
[38] COc1ccccc1/C=C/C=NC1C(=O)N(c2ccccc2)[N+](C)=C1C (stereo not given)
[39] NC(=S)N/N=C/c1cccc(Br)c1
[40] Cc1ccc(NC(=O)/C=C/c2ccco2)cc1F
[41] COc1ccc(NS(=O)(=O)c2ccc(N/N=C(\C)c3ccncc3)c([N+](=O)[O-])c2)cc1
[42] COc1cc(S(=O)(=O)n2cnc(C)c2)ccc1Cl
[43] CC1(C(=O)NS(=O)(=O)c2ccc(Cl)cc2)CCN1C(=O)Cc1ccsc1 (stereo not given)
assay / entry | 33 | 34 | 35 | 36 | 37 | 38 | 39 | 40 | 41 | 42 | 43
FUS suppressor | -4% | 0% | 10% | 0% | -18% | -1% | 16% | 5% | 10% | 1% | -19%
PTHR1 agonist | i | i | -22% | -11% | -9% | -1% | -17% | i | -59%[inhibitor] | i | i
Akt phos inh | . | i | i | i | i | i | i | . | i | i | i
aSyn yeast inh | ? | -9% | 7% | 5% | 1% | -4% | 7% | . | -5% | 6% | 0%
Mm-Cpn inhibitor | . | -2% | 0% | 0% | . | -7% | 2% | . | 2% | 1% | .
GLP1R inv ag | 5% | -30% | 7% | 1% | 15% | 7% | 8%[7.66 µM] | -30% | 0% | 4% | 17%
GLP1R cytotox | 3% | -10% | -3% | 1% | -2% | -9% | -5%[7.66 µM] | -49% | -19% | -8% | 4%
TDP43 rescue | 13% | 3% | 5% | ? | 18% | -26% | 20µM* | -50%[inhibitor] | 15% | 6% | 12%
Abeta yeast res | 1% | 16% | -11% | -8% | -1% | -23% | 28% | -22% | -4% | 3% | -12%

Compound activity from PubChem BioAssay.

A portion of the library; the hit share may differ from the screen's.
